Bioassay records: PubChem BioAssay, National Center for Advancing Translational Sciences (NCATS)
HP1b binding inh = HTS for Inhibitors of HP1-beta Chromodomain Interactions with Methylated Histone Tails; Chromobox protein homolog 1 (Homo sapiens), P83916; AlphaScreen HP1-beta / biotin-H3K9me3 peptide binding; Potency, µM (doses to about 114 µM), inactives show at the highest dose activity change, negative = inhibition, most hits filed as inhibitors; hit rate 0.56% among 390,000; note: nearly all actives have a fitted effect of over 70% in size; inactives centre near 23
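Compound inhibition of the preformed complex between 50 nM HP1-beta and 50 nM biotinylated H3K9me3 peptide was read by AlphaScreen. Buffer was PBS pH 7.4 with 0.01% Tween-20. Incubations ran 30 min at room temperature, with 10 ug/mL donor/acceptor beads.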
PGK inhibitor = qHTS Assay to Find Inhibitors of Phosphoglycerate Kinase | Potency, µM (series often up to 57.5 µM), without a hit: at the highest dose activity change, negative = inhibition, actives largely listed as inhibitors | PGK/GAPDH coupled, Kinase-Glo luminescence, 60 min | hit rate 0.043% among 380,000 | Phosphoglycerate kinase, glycosomal (Trypanosoma brucei brucei), P07378; note: % is set by controls: 0 for no effect and ±100 for the full control effect; nearly all actives have a fitted effect of over 60% in size
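Recombinant glycosomal PGK reaction used 1,3-bisphosphoglycerate generated in-well by GAPDH (100nM final) in 100mM TEA pH 7.6, 5mM MgCl2, 0.01% Tween-20. After 60 minutes at room temperature, ATP was read by Kinase-Glo Plus luminescence end-point.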
ERG Ets-DNA blk = qHTS for Small Molecule Inhibitors of the ERG Ets/DNA interaction; fluorescence polarization, His-ERG Ets domain / labelled DNA; hit rate 0.028% among 370,000; Transcriptional regulator ERG (Homo sapiens), P11308; AID 624246, 2012; Potency, µM (top dose mostly 76.9 µM), inactives show at the top dose FP activity, negative = inhibition, most hits filed as inhibitors; active = well fitted inhibition curve with a large enough effect in the polarisation, with a control signal flat; inconclusive = small, poorly fitted or top-dose-only effect, or effect the other way, or a change in a side signal; inactive = no such curve, though single readings can be large or run the other way; the % refers to the polarisation;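 note: polarization taken with two DNA probes labelled with fluorescein and Texas red; % of control where 0% means no effect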
Target sequence (P11308 whole entry, looked up, the tested form may be a part): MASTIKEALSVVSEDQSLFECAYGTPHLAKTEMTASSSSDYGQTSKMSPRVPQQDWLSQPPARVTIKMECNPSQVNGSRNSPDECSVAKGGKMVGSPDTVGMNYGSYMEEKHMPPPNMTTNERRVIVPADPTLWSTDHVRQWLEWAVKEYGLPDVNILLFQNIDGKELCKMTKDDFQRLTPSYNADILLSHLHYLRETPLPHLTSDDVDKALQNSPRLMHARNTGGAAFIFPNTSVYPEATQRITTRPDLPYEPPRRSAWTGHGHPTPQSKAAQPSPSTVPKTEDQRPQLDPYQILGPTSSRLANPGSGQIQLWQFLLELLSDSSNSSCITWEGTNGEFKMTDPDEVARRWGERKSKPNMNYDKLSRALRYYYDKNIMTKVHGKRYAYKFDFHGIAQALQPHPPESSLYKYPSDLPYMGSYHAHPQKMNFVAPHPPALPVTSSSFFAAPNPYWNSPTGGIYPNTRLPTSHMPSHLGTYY
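His-tagged ERG Ets domain (1 uM in the protein solution; 300mM KCl, 50mM Tris-HCl, 1mM EDTA, 1mM DTT, pH 7.5) received compound, then a probe mix of 5 nM fluorescein-DNA and 100nM Texas-615-DNA. Fluorescence polarization was read for both dyes.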
RGS4 inh = Inhibitors of Regulator of G Protein Signaling (RGS) 4: qHTS | AID 504845, 2011 | Transcreener GDP fluorescence polarization, RGS4-accelerated GTP hydrolysis | Regulator of G-protein signaling 4 (Homo sapiens), P49798 | Potency, µM (series often up to 114 µM), for the others: at the highest dose activity change, negative = inhibition, most hits filed as inhibitors | hit rate 0.039% among 390,000; note: % is set by controls: 0 for no effect and ±100 for the full control effect; nearly all actives have a fitted effect of over 75% in size; some results filed as inactive show a strong effect at the top dose
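MLSMR compounds (23 nl, pin-transferred) preincubated 10 min at room temperature with a 500nM (2x) first reagent, then RGS4 at 900nM (2x) plus Transcreener GDP mix added; fluorescence polarization (620/688 nm) read before and after 90 min at 30 °C.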
rTrxR1 inhibitor = qHTS Assay for Inhibitors of Mammalian Selenoprotein Thioredoxin Reductase 1 (TrxR1): qHTS; hit rate 1% among 390,000; recombinant rTrxR1, NADPH fluorescence consumption, selenite substrate; AID 588453, 2011; Thioredoxin reductase 1, cytoplasmic (Rattus norvegicus), O89049; Potency, µM (top dose mostly 114 µM), for inactives: at the top dose activity change, negative = inhibition, actives largely listed as inhibitors; note: % is set by controls: 0 for no effect and ±100 for the full control effect; nearly all actives have a fitted effect of over 65% in size
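Rat TrxR1 (90 nM in the dispensed reagent) was pre-reduced with 400 uM NADPH for 5 min at room temperature, then incubated with compound for 15 min. After 400 uM selenite was added, NADPH fluorescence (Ex 340/Em 450 nm) was followed for 8 min.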
Pin1 inhibitor = qHTS Assay to Find Inhibitors of Pin1; Potency, µM (doses to about 115 µM), for inactives: top-dose activity, negative = inhibition, actives largely listed as inhibitors; Pin1 FP peptide displacement, HiFluor488, 10 min; Peptidyl-prolyl cis-trans isomerase NIMA-interacting 1 (Homo sapiens), Q13526; hit rate 0.009% among 390,000; AID 504891, 2011; active = well fitted inhibition curve with a large enough effect in the polarisation, with a control signal flat, not every such curve was filed as active; inconclusive = small, poorly fitted or top-dose-only effect, or effect the other way, or a change in a side signal; inactive = no such curve, though single readings can be large or run the other way; the % refers to the polarisation; note: % is set by controls: 0 for no effect and ±100 for the full control effect
GLS inh = qHTS for Inhibitors of Glutaminase (GLS) | Glutaminase kidney isoform, mitochondrial (Homo sapiens), O94925 | GLS enzymatic activity, qHTS titration | Potency, µM (series often up to 45.5 µM), without a hit: at the top dose activity change, negative = inhibition, actives largely listed as inhibitors | hit rate 0.21% among 410,000 | AID 624170, 2012; note: % is set by controls: 0 for no effect and ±100 for the full control effect
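Glutamate formation by hKGA was monitored fluorometrically using coupled glutamate oxidase, HRP and Amplex Red. Substrate was added as 1 mM L-glutamine solution; incubation was 30 min at RT after an initial read.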
12-LOX inh = Primary qHTS assay for inhibitors of human arachidonate 12S-lipoxygenase (ALOX12): Round 2; Polyunsaturated fatty acid lipoxygenase ALOX12 (Homo sapiens), P18054; purified 12hLO, xylenol orange hydroperoxide absorbance; Potency, µM (titrated, usually from 108 µM), inactives show at the top dose activity change, negative = inhibition, hits mostly inhibitors; hit rate 1.1% among 580,000; AID 1671190, 2021; note: % is set by controls: 0 for no effect and ±100 for the full control effect
Target sequence (P18054 whole entry, looked up): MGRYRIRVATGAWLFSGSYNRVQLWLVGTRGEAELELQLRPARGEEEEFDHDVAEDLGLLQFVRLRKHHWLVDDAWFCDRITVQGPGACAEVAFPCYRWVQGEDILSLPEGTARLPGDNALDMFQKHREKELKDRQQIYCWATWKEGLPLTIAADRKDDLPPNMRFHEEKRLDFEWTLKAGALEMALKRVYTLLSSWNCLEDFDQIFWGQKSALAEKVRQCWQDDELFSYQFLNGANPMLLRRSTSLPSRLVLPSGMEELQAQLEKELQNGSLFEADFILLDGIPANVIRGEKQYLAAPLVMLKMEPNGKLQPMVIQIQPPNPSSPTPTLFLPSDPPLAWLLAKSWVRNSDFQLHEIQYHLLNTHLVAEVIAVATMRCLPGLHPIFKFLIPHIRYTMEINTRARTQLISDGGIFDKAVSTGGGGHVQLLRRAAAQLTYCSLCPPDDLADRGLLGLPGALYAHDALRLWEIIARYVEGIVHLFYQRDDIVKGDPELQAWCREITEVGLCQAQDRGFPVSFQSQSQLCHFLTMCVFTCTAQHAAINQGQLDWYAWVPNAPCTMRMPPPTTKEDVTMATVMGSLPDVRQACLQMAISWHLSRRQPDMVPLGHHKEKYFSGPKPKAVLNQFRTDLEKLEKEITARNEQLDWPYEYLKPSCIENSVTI
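Hydroperoxide product was detected by ferrous iron/xylenol orange as the 573 to 405 nm absorbance ratio. Arachidonic acid at 40 uM (final) was turned over for 30 min at room temperature by 150 nM human 12hLO, pH 7.0 Hepes buffer, after 15 min compound preincubation.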
JMJD2A Tudor = qHTS Assay for Inhibitors of JMJD2A-Tudor Domain. Lysine-specific demethylase 4A (Homo sapiens), O75164. AlphaScreen JMJD2A-Tudor / H3K4me3 peptide binding. Potency, µM (top dose mostly 114 µM), without a hit: at the highest dose activity change, negative = inhibition, usual class: inhibitors. hit rate 4.4% among 390,000; note: % is set by controls: 0 for no effect and ±100 for the full control effect; nearly all actives have a fitted effect of over 50% in size
* hit, by the source's call; & = joins results of further samples; ! = not confirmed by another sample; [ ] = remark or other dose. Unless noted, calls come from the whole dose curve; as a rule, active = well fitted curve in the direction sought with a large enough effect; inconclusive = small, poorly fitted or top-dose-only effect, or another doubt; inactive = no such curve, though single readings can be large; an effect the other way counts as inactive or inconclusive. Potency is the fitted concentration of half-maximal effect.

`Cc1ccc(Cl)cc1N1C(=O)CC(C)(C)CC1=O` gave HP1b binding inh 35%, PGK inhibitor -2%, ERG Ets-DNA blk 11%, RGS4 inh -18%, rTrxR1 inhibitor 8%, Pin1 inhibitor -10%, GLS inh -10% and JMJD2A Tudor -10%.
O=C(COC(=O)CNC(=O)c1ccccc1)Nc1ccc(Cl)cc1C(F)(F)F was read as HP1b binding inh 6%, PGK inhibitor -8%, RGS4 inh 27%, rTrxR1 inhibitor -10%, Pin1 inhibitor 7%, GLS inh 7%, 12-LOX inh -20% and JMJD2A Tudor -10%.
`O=C(/C=C/c1ccc(Cl)cc1)N(Cc1ccccc1)c1ccccn1` gave HP1b binding inh 28%[57 µM], PGK inhibitor -8%, ERG Ets-DNA blk 3%, RGS4 inh 17%, rTrxR1 inhibitor 11%, Pin1 inhibitor 3%, GLS inh 0%, 12-LOX inh -5% and JMJD2A Tudor 3%.
O=C(NC(Cc1ccccc1)C(=O)N1CCCCC1)c1ccccc1 (configuration not stated) was read as HP1b binding inh 21%, PGK inhibitor 2%, ERG Ets-DNA blk -3%, RGS4 inh -3%, rTrxR1 inhibitor -5%, Pin1 inhibitor -8%, GLS inh 0%, 12-LOX inh -9% and JMJD2A Tudor -11%.
`CC1CCN(c2ccc3nnc(CCC(=O)NC(C)C)n3n2)CC1` gave HP1b binding inh 5%, PGK inhibitor -9%, ERG Ets-DNA blk 25%, RGS4 inh -3%, rTrxR1 inhibitor 12%[57.1 µM], Pin1 inhibitor 14%, GLS inh 8%, 12-LOX inh -53% and JMJD2A Tudor -1%.
Screening c1ccc(CSc2ccc(-c3cccs3)nn2)cc1 returned HP1b binding inh 48%[activator], PGK inhibitor -3%, ERG Ets-DNA blk -2%, RGS4 inh -27%, rTrxR1 inhibitor -9%, Pin1 inhibitor -8%, GLS inh 2%, 12-LOX inh 2% and JMJD2A Tudor -7%.
For O=C(O)c1ccccc1C(=O)N1CC=C(c2ccccc2)CC1 the results were HP1b binding inh 37%, PGK inhibitor inactive, ERG Ets-DNA blk -7%, RGS4 inh -7%, rTrxR1 inhibitor inconclusive, Pin1 inhibitor inconclusive, GLS inh 1%, 12-LOX inh 20% and JMJD2A Tudor -21%.
Screening COC/C=C/C1=CC2=CC(=O)C(C)(OC(=O)c3cnc4ccccc4n3)C(=O)C2=CN1CCCCO (configuration not stated) returned HP1b binding inh 28%, PGK inhibitor 0%, ERG Ets-DNA blk -8%, RGS4 inh -30%, rTrxR1 inhibitor inconclusive, Pin1 inhibitor -5%, GLS inh -9%, 12-LOX inh -12% and JMJD2A Tudor -20%.
`CN(C(=O)COC(=O)c1cc([N+](=O)[O-])ccc1Cl)c1ccccc1` gave HP1b binding inh 3%, PGK inhibitor inactive, ERG Ets-DNA blk -3%, RGS4 inh -6%, rTrxR1 inhibitor 27%[57.1 µM], Pin1 inhibitor -8%, GLS inh 134%[activator], 12-LOX inh 35%[activator] and JMJD2A Tudor -31%.
Screening COc1cc(OC)cc(C(=O)NCCOc2ccccc2)c1 returned HP1b binding inh 17%, PGK inhibitor 4%, ERG Ets-DNA blk -2%, RGS4 inh 25%, rTrxR1 inhibitor 14%[57.1 µM], Pin1 inhibitor -3%, GLS inh 2%, 12-LOX inh 0% and JMJD2A Tudor -1%.
For c1cc2nncn2nc1N1CCCC1 the results were HP1b binding inh 54%[activator], PGK inhibitor 14%, ERG Ets-DNA blk 6%, RGS4 inh -3%, rTrxR1 inhibitor -2%, Pin1 inhibitor -4%, GLS inh 0%, 12-LOX inh 20% and JMJD2A Tudor -9%.
Screening Cc1ccc(SCCN2CCN(CCc3ccccc3)CCC2=O)cc1 returned HP1b binding inh 13%&10%, PGK inhibitor -6%, ERG Ets-DNA blk 9%, RGS4 inh 8%&14%, rTrxR1 inhibitor 0%&5%, Pin1 inhibitor -9%&-1%, GLS inh 4%, 12-LOX inh 0% and JMJD2A Tudor -28%&-26%.
For C/C(=N\NC(=O)CN1CCOCC1)C(C)(C)C the results were HP1b binding inh 37%, PGK inhibitor 9%, ERG Ets-DNA blk 1%, RGS4 inh 2%, rTrxR1 inhibitor 11%, Pin1 inhibitor -3%, GLS inh 6%, 12-LOX inh 13% and JMJD2A Tudor -1%.
`COC(=O)/C=C/c1ccccc1S(=O)(=O)N(Cc1ccccc1)Cc1ccco1` gave HP1b binding inh 22%&30%, PGK inhibitor -8%, ERG Ets-DNA blk 2%, RGS4 inh 4%&-33%, rTrxR1 inhibitor inconclusive, Pin1 inhibitor -2%&10%, GLS inh -5%, 12-LOX inh -12% and JMJD2A Tudor 56µM*!.
`Cc1cc(C)n(CCN(C)Cc2cn[nH]c2-c2ccc(F)cc2F)n1` gave HP1b binding inh 29%, PGK inhibitor -8%, ERG Ets-DNA blk 5%, RGS4 inh -2%, rTrxR1 inhibitor 25%, Pin1 inhibitor 0%, GLS inh 1%, 12-LOX inh -10% and JMJD2A Tudor -18%.
Screening COc1ccccc1N1CCN(C2CC(=O)N(c3cccc(Br)c3)C2=O)CC1 (configuration not stated) returned HP1b binding inh 21%, PGK inhibitor -8%, ERG Ets-DNA blk -5%, RGS4 inh 20%, rTrxR1 inhibitor 11%, Pin1 inhibitor 7%, GLS inh 20%, 12-LOX inh inconclusive and JMJD2A Tudor -29%.
`Cc1cccc2cc(CN(Cc3nnnn3C3CCCC3)C3CCCCC3)c(=O)[nH]c12` gave HP1b binding inh 46%[activator], ERG Ets-DNA blk 11%, RGS4 inh 2%, rTrxR1 inhibitor -21%, Pin1 inhibitor 35%, GLS inh -1%, 12-LOX inh -14% and JMJD2A Tudor -20%.
Cc1nn(C(=O)c2cccnc2)c(C)c1Sc1ccccc1 was read as HP1b binding inh 96%[activator], PGK inhibitor inactive, ERG Ets-DNA blk -6%, RGS4 inh 0%, rTrxR1 inhibitor -15%, Pin1 inhibitor 2%, GLS inh -2%, 12-LOX inh -5% and JMJD2A Tudor 18%.
For COc1ccc(Br)cc1CNC(=O)CN1CCSc2ccccc21 the results were HP1b binding inh 6%[57 µM], PGK inhibitor -1%, ERG Ets-DNA blk -3%, RGS4 inh 10%, rTrxR1 inhibitor 14%[57.1 µM], Pin1 inhibitor 4%, GLS inh 5%, 12-LOX inh -17% and JMJD2A Tudor inconclusive.
CCOC(=O)CNC(=O)CSc1nc(Cc2cccs2)nc2ccccc12 was read as HP1b binding inh 20%, PGK inhibitor -6%, RGS4 inh -53%, rTrxR1 inhibitor 59%[activator], Pin1 inhibitor 9%, GLS inh 1%, 12-LOX inh 13% and JMJD2A Tudor inconclusive.
Screening O=C(CCc1ccccc1)N1CCCN(C(=O)CCc2ccccc2)CC1 returned HP1b binding inh 16%, PGK inhibitor -12%, RGS4 inh 3%, rTrxR1 inhibitor -9%, Pin1 inhibitor 9%, GLS inh 8%, 12-LOX inh -13% and JMJD2A Tudor -15%.
COc1ccc(-c2cc3nc(C)c(CCC(=O)NC(C)c4ccccc4)c(C)n3n2)c(OC)c1 (configuration not stated) was read as HP1b binding inh 13%, PGK inhibitor -6%, ERG Ets-DNA blk -3%, RGS4 inh 7%, rTrxR1 inhibitor 43%[activator], Pin1 inhibitor 3%, GLS inh -12%, 12-LOX inh -15% and JMJD2A Tudor -20%.
`Cc1cc(C)cc(NC(=O)CCC(=O)Nc2nnc(C(F)(F)F)s2)c1` gave HP1b binding inh 35%, PGK inhibitor inactive, ERG Ets-DNA blk 3%, RGS4 inh 6%, rTrxR1 inhibitor 31%, Pin1 inhibitor 16%, GLS inh 4%, 12-LOX inh 4% and JMJD2A Tudor -8%.
For CC1Cc2ccccc2N1C(=O)CSc1nccc(=O)[nH]1 (configuration not stated) the results were HP1b binding inh 44%[activator], PGK inhibitor -1%, ERG Ets-DNA blk 7%, RGS4 inh -15%, rTrxR1 inhibitor 20%[57.1 µM], Pin1 inhibitor -5%, GLS inh 5%, 12-LOX inh -5% and JMJD2A Tudor -4%.
`CS(=O)(=O)Nc1cccc(C2=NN(C(=O)CCC(=O)O)C(c3cccs3)C2)c1` (configuration not stated) gave HP1b binding inh 25%, PGK inhibitor -10%, ERG Ets-DNA blk 20%, RGS4 inh 24%, rTrxR1 inhibitor 14%, Pin1 inhibitor -15%, GLS inh 3%, 12-LOX inh 7% and JMJD2A Tudor -5%.
For CCOC(=O)/C(C#N)=C/Nc1ccccc1NS(=O)(=O)c1ccc(C)c(C)c1 the results were HP1b binding inh 13%, PGK inhibitor -1%, ERG Ets-DNA blk 8%, RGS4 inh 10%, rTrxR1 inhibitor 8%, Pin1 inhibitor 2%, GLS inh 0%, 12-LOX inh 1% and JMJD2A Tudor -10%.

An excerpt; count on the stated rates, not on these rows.
